MRP reversal: reversal of MRP1-mediated doxorubicin resistance, primary screen, H69AR cells, doxorubicin co-treatment; H69AR cells + 2 uM doxorubicin, CellTiter-Glo, 72 h; differential viability (reversal), % at 10 µM; actives 0.04% (n = 85,000); AID 602, 2007;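 active = viability drop by adding the cancer drug above about 55%, with treated viability meeting a 40% cutoff, limit read from the data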;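 also: viability without doxorubicin minus viability with 2 µM doxorubicin for each compound; larger differential means the compound sensitizes cells more to doxorubicin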
Bcl-B TR3 displacers: displacers of TR3 peptide from Bcl-B, primary screen, selectivity assay for Bfl-1 inhibitor project, biochemical, fluorescence polarization. Bcl-2-like protein 10 (Homo sapiens). FP displacement of FITC-TR3 peptide from Bcl-B; higher % means a stronger effect. displacement, % at 20 µM, or IC50 in µM where a hit was titrated. actives 0.11% (n = 96,000). AID 748, 2007;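 active = displacement above 50% at 20 µM plus a fluorescence interference ratio under 1.5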;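 also: plate controls were wells without compound for no effect and wells lacking Bcl-B protein for full effect; a part of the inactive calls stands beside numbers as strong as those of hits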
IL1B NFkB pot: enhancers of NFkB p65 translocation in HUVEC – imaging, IL-1B stimulus, high-content imaging, primary screen; HUVEC IL-1B NFkB p65 nuclear translocation imaging; activation, % at 2 µM; actives 0.3% (n = 94,000);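 active = activation above 40%, about the mean plus 3 SD, also judged a hit on visual image review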;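 also: percent activation is computed from the nuclear over cytoplasmic p65 intensity ratio; values of inactives mirror those of a sister screen read the other way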
NFkB transloc inh: inhibitors of IL-1B driven NFkB p65 nuclear import, primary screen, imaging, HUVEC, IL-1B stimulus, high-content imaging; HUVEC IL-1B NFkB p65 nuclear translocation imaging; inhibition, % at 2 µM; actives 0.43% (n = 94,000);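 active = inhibition above about 30% together with a positive call from visual inspection of the well image, limit read from the data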;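 also: nuclear over cytoplasmic p65 intensity ratio measured by imaging; 0% = IL-1B stimulated DMSO wells and 100% = unstimulated DMSO wells; values of inactives mirror those of a sister screen read the other way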
PLAP inhibitors HTS: PLAP enzyme inhibitors, biochemical, luminescence, HTS (AID 690); actives 0.08% (n = 96,000); one-dose inhibition, % at 20 µM; IC50 in µM for titrated hits; purified PLAP, luminescent substrate; higher % means a stronger effect; in the data active = a potency from the dose series; inactive = the rest, 99 in 100 with inhibition below about 30%; also: strong numbers were not always called active
MRP reversal cytotoxicity: second read-out of MRP reversal, no call of its own (marks repeat the call); viability, %; H69AR cells, CellTiter-Glo, 72 h; measured here: cytotoxicity without doxorubicin
MRP reversal with doxorubicin: second read-out of MRP reversal, no call of its own (marks repeat the call); viability, %; measured here: viability with 2 uM doxorubicin; stronger effect = lower value
NFkB transloc inh cell count 2 µM: second read-out of NFkB transloc inh, no call of its own (marks repeat the call); cell count; measured here: cells passing quality filter;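 raw number of nuclei counted in each imaged well without normalization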
IL1B NFkB pot cell count 2 µM: further read-out of IL1B NFkB pot, marked with its call; cell count; measured here: cells passing quality filter
The depositor's hits bear a star; / = no result given. A portion of the library; count on the stated rates, not on these rows.

SMILES | MRP reversal | MRP reversal cytotoxicity | MRP reversal with doxorubicin | Bcl-B TR3 displacers | IL1B NFkB pot | IL1B NFkB pot cell count 2 µM | NFkB transloc inh | NFkB transloc inh cell count 2 µM | PLAP inhibitors HTS
Cc1ccc(C(=O)CN(C(=O)c2ccc(Cl)c(Cl)c2)N2C(=O)C3C4C=CC(C4)C3C2=O)cc1 (stereo unspecified) | / | / | / | -6.8% | 1.2 | 114 | -1.2 | 114 | -38.3%
O=C(CN(C(=O)CCC(=O)Nc1nccs1)c1ccccc1F)NCC1CCCO1 (stereo unspecified) | 12.2 | 104.6 | 92.3 | -5.3% | 9.9 | 109 | -9.9 | 109 | -46.6%
CC1CCN(c2ccc(C(=O)NCc3cccs3)cn2)CC1 | -5.4 | 83.6 | 89.0 | -3.5% | / | / | / | / | 19.4%
O=C(CN1CCN(Cc2ccc(Cl)cc2)C1=O)NCCCN1CCN(c2ccc(F)cc2)CC1 | -3.0 | 121.1 | 124.1 | -20.6% | 17.7 | 144 | -17.7 | 144 | -69.8%
Cc1ccc(-n2c(=O)[nH]cc(C(=O)Nc3ccc4c(c3)OCCO4)c2=O)cc1C | 1.4 | 84.8 | 83.5 | -2.1% | -0.8 | 117 | 0.8 | 117 | -27.9%
CCOc1cc(CNCCN(C)C)c(Cl)cc1OCC(=O)NCCc1ccccc1 | / | / | / | -0.7% | 6.3 | 170 | -6.3 | 170 | -76.8%
CC(C)N(Cc1ccccc1)C(=O)COC(=O)c1ccc2c(c1)OCCO2 | 13.9 | 103.1 | 89.2 | -5.6% | 2.9 | 61 | -2.9 | 61 | -16.2%
CC1CN(c2oc(COc3ccc(Cl)cc3Cl)nc2C#N)CC(C)O1 (stereo unspecified) | 10.3 | 82.8 | 72.4 | / | 2.6 | 145 | -2.6 | 145 | /
CCOc1ccc(-c2nc(-c3ccccc3)no2)cc1OCC | 5.4 | 98.0 | 92.6 | -9.6% | / | / | / | / | 19.8%
Cn1c(SCC(=O)N2CCCCC2)nc2c([nH]c3ccccc32)c1=O | -20.7 | 42.8 | 63.5 | 9.8% | 14.0 | 113 | -14.0 | 113 | 12.7%
CC(C)(C)/C(O)=C(/C#N)c1nc2ccccc2[nH]1 | 18.6 | 83.4 | 64.8 | -5.0% | 7.8 | 60 | -7.8 | 60 | -38.8%
CCn1c2ccccc2c2cc(NC(=O)COc3ccc(OC)cc3)ccc21 | / | / | / | 5.3% | -10.2 | 183 | 10.2 | 183 | 4.1%
O=C(Nc1ccccc1-c1ccccc1NC(=O)c1ccco1)c1ccco1 | -37.1 | 39.8 | 76.9 | / | -6.9 | 88 | 6.9 | 88 | /
CCOC(=O)c1sc(NC(=O)c2cccc(S(=O)(=O)N3CCN(C)CC3)c2)cc1C | -0.3 | 93.3 | 93.6 | 5.4% | / | / | / | / | -58.6%
COC(=O)C1CCN(S(=O)(=O)Cc2ccccc2)CC1 | -7.1 | 97.5 | 104.6 | -6.7% | 7.2 | 100 | -7.2 | 100 | -27.6%
N#Cc1sc2nc(-c3cccs3)cc(-c3ccc(Cl)cc3)c2c1N | / | / | / | -33.4% | / | / | / | / | 9.1%
Cc1ccccc1NC(=O)Cc1nnc(SCC(=O)N2CCN(c3ccccc3)CC2)n1C | 2.3 | 93.9 | 91.6 | -0.2% | 36.6 | 149 | -36.6 | 149 | -39.7%
COC(=O)CNC(=O)c1ccccc1C | 11.2 | 97.3 | 86.1 | 6.3% | 7.4 | 210 | -7.4 | 210 | 15.9%
CCOCCN1CCN(c2c3c(nc4cc(-c5ccc(F)cc5)nn24)CCC3)CC1 | -11.6 | 65.4 | 77.0 | 9.1% | / | / | / | / | -40.0%
CC(C)c1ccc(O)c(NC(=O)c2ncn[nH]2)c1 | -13.9 | 82.4 | 96.2 | -8.5% | 7.5 | 161 | -7.5 | 161 | -18.1%
NC(=O)c1ccccc1NS(=O)(=O)c1ccccc1 | 36.0 | 105.1 | 69.1 | 8.1% | 16.9 | 64 | -16.9 | 64 | 8.9%
COC(=O)Sc1nnc(-c2ccc(Br)cc2)o1 | / | / | / | 16.7% | 3.3 | 129 | -3.3 | 129 | -18.8%
CCC(C)NC(=O)c1ccc(COc2ccccc2Cl)cc1 (stereo unspecified) | 18.0 | 71.8 | 53.7 | -4.4% | 12.1 | 71 | -12.1 | 71 | 10.3%
O=C1CC(c2ccc3c(c2)OCO3)CN1 (stereo unspecified) | 14.5 | 104.2 | 89.7 | -4.1% | 16.3 | 149 | -16.3 | 149 | -5.2%
COc1ccc(-c2ccc(SCC(=O)N3CCCC3)nn2)cc1OC | 9.0 | 85.8 | 76.9 | 8.8% | 8.5 | 105 | -8.5 | 105 | -1.3%
(cont.)
SMILES | MRP reversal | MRP reversal cytotoxicity | MRP reversal with doxorubicin | Bcl-B TR3 displacers | IL1B NFkB pot | IL1B NFkB pot cell count 2 µM | NFkB transloc inh | NFkB transloc inh cell count 2 µM | PLAP inhibitors HTS
COC(=O)c1ccc2c(=O)n(CCN3CCOCC3)c(=S)[nH]c2c1 | 8.8 | 99.8 | 91.0 | -0.2% | 13.6 | 107 | -13.6 | 107 | 10.1%
COc1ccc(N2CCN(C(=O)CSc3ccccc3N)CC2)cc1 | 0.3 | 56.0 | 55.7 | -0.5% | 10.8 | 77 | -10.8 | 77 | -53.5%
COc1cc(CNn2cnnc2)ccc1OCC(=O)NC1CCCCC1 | -11.2 | 90.3 | 101.5 | 11.3% | 5.5 | 138 | -5.5 | 138 | 7.0%
Cc1ccc(N2C(=O)[C@@H]3C(c4ccc(F)cc4)=NO[C@@H]3C2=O)cc1 | 14.8 | 98.3 | 83.5 | -9.7% | 10.2 | 141 | -10.2 | 141 | 2.3%
CCCN1Cc2cccc(C(=O)NCCCOC(C)C)c2C1=O | 17.4 | 98.1 | 80.6 | -7.0% | / | / | / | / | -8.0%
COC(=O)c1ccccc1NC(=O)CCS(=O)(=O)c1ccc(Br)s1 | 0.2 | 89.5 | 89.3 | -5.4% | -6.6 | 170 | 6.6 | 170 | 28.9%
Cc1ccc(C2C=C(c3ccc4c(c3)OCO4)Nc3ncnn32)cc1 (stereo unspecified) | -6.2 | 83.2 | 89.4 | 2.6% | / | / | / | / | -19.6%

Already shown: entries from further up.
SMILES | MRP reversal | MRP reversal cytotoxicity | MRP reversal with doxorubicin | Bcl-B TR3 displacers | IL1B NFkB pot | IL1B NFkB pot cell count 2 µM | NFkB transloc inh | NFkB transloc inh cell count 2 µM | PLAP inhibitors HTS
NC(=O)c1ccccc1NS(=O)(=O)c1ccccc1 | 36.0 | 105.1 | 69.1 | 8.1% | 16.9 | 64 | -16.9 | 64 | 8.9%
COC(=O)Sc1nnc(-c2ccc(Br)cc2)o1 | / | / | / | 16.7% | 3.3 | 129 | -3.3 | 129 | -18.8%
CCC(C)NC(=O)c1ccc(COc2ccccc2Cl)cc1 (stereo unspecified) | 18.0 | 71.8 | 53.7 | -4.4% | 12.1 | 71 | -12.1 | 71 | 10.3%
O=C1CC(c2ccc3c(c2)OCO3)CN1 (stereo unspecified) | 14.5 | 104.2 | 89.7 | -4.1% | 16.3 | 149 | -16.3 | 149 | -5.2%
COc1ccc(-c2ccc(SCC(=O)N3CCCC3)nn2)cc1OC | 9.0 | 85.8 | 76.9 | 8.8% | 8.5 | 105 | -8.5 | 105 | -1.3%
COC(=O)c1ccc2c(=O)n(CCN3CCOCC3)c(=S)[nH]c2c1 | 8.8 | 99.8 | 91.0 | -0.2% | 13.6 | 107 | -13.6 | 107 | 10.1%
COc1ccc(N2CCN(C(=O)CSc3ccccc3N)CC2)cc1 | 0.3 | 56.0 | 55.7 | -0.5% | 10.8 | 77 | -10.8 | 77 | -53.5%
COc1cc(CNn2cnnc2)ccc1OCC(=O)NC1CCCCC1 | -11.2 | 90.3 | 101.5 | 11.3% | 5.5 | 138 | -5.5 | 138 | 7.0%
Cc1ccc(N2C(=O)[C@@H]3C(c4ccc(F)cc4)=NO[C@@H]3C2=O)cc1 | 14.8 | 98.3 | 83.5 | -9.7% | 10.2 | 141 | -10.2 | 141 | 2.3%

Source: PubChem (several laboratories)
